LYPLA2 inh – blocks human lysophospholipase 2, a PME1 counter-screen; O95372; recombinant LYPLA2, FP-Rh probe fluorescence polarization; inhibition, % at 5.9 µM; hit rate 0.38% among 320,000; AID 2177;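 active means inhibition above the screen-wide mean plus 3 SD, limit set per campaign, cut at about 26% in these data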;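 further: 0% = LYPLA2 with DMSO and 100% = wells lacking LYPLA2 enzyme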
Target sequence (O95372 whole entry, looked up): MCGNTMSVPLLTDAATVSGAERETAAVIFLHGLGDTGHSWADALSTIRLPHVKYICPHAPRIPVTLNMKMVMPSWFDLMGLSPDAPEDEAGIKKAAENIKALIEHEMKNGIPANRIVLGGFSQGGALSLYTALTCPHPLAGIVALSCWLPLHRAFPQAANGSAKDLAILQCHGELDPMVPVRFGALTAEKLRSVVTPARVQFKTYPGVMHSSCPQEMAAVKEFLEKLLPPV
ZTA counter – ZTA (EBV) inhibition in EBNA-1 counter-screen; ZTA-DNA binding, fluorescence polarization; inhibition, % at 11 µM; hit rate 0.15% among 320,000; in the data active means inhibition above about 33%
EBNA-1 inh – blocks EBNA-1 binding to DNA | EBNA-1 DNA binding, fluorescence polarization | AID 1950 | inhibition, % at 14.8 µM | hit rate 0.34% among 300,000; in the data active means inhibition above about 28%
PAD4 inh – PAD4 (human) enzyme inhibition; Q9UM07; recombinant PAD4, RCA probe fluorescence polarization; inhibition, % at 6.36 µM; hit rate 0.41% among 330,000; AID 485272;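 active means percent inhibition above a cutoff equal to the mean of all tested compounds plus 3 SD, cut at about 15% in these data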;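 further: 0% = PAD4 with RCA probe and DMSO and 100% = probe without PAD4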
Target sequence (Q9UM07 whole entry, looked up): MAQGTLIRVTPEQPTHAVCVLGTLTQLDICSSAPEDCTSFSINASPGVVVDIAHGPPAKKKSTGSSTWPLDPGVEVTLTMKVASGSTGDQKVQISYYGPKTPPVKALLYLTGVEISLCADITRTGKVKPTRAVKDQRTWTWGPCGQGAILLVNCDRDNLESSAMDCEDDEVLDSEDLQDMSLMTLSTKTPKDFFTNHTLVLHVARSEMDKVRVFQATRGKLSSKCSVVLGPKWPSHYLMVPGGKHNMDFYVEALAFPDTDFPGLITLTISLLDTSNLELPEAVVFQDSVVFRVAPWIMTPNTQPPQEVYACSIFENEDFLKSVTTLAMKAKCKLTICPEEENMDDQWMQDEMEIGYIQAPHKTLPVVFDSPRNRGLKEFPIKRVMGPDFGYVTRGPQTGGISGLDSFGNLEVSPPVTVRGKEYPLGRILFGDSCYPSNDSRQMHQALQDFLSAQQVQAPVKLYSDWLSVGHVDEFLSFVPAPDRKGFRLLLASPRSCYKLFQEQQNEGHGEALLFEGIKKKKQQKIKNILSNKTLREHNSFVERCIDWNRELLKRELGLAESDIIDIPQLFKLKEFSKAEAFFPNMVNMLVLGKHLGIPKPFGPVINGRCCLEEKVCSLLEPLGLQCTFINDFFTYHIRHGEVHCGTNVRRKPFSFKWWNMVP
GSTO1 counter – counter-screen for RBBP9 inhibitors: inhibitors of human GSTO1 | P78417 | recombinant GSTO1, activity-based probe fluorescence polarization | inhibition, % at 5.96 µM | hit rate 1.1% among 300,000 | AID 1974;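 active means inhibition above the campaign mean inhibition plus 3 SD, cut at about 35% in these data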;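 further: 0% = GSTO1-1 with DMSO and 100% = wells lacking GSTO1-1 enzyme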
PAFAH2 inh – PAFAH2 (human) inhibition | Q99487 | AID 492956 | hit rate 0.99% among 340,000 | recombinant PAFAH2, FP-rhodamine activity probe, fluorescence polarization | inhibition, % at 3.39 µM;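 active means inhibition above the mean over all tested compounds plus 3 SD, cut at about 30% in these data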;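 further: inhibitors block probe labeling of enzyme so polarization drops; 0% = enzyme with DMSO and 100% = wells lacking PAFAH2 protein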
PAFAH1B3 inh – PAFAH1B3 (human) inhibition | Q15102 | recombinant PAFAH1B3, FP-rhodamine probe, fluorescence polarization | inhibition, % at 3.39 µM | hit rate 0.28% among 340,000;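 active means inhibition above the screen-wide average of all tested compounds plus 3 SD, cut at about 25% in these data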;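 further: 0% = enzyme with DMSO only and 100% = wells lacking PAFAH1B3 protein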
PREPL inh – human PREPL enzyme inhibition; recombinant PREPL, fluorescence polarization activity-based probe; inhibition, % at 5.96 µM; hit rate 0.68% among 320,000; in the data active means inhibition above about 43%;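 further: 0% = enzyme with DMSO and 100% = wells lacking enzyme; many of its hits are not listed in these tables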
LYPLA1 inh – blocks human lysophospholipase 1, a PME1 counter-screen | O75608 | hit rate 0.16% among 320,000 | AID 2174 | inhibition, % at 5.9 µM | recombinant LYPLA1, FP-Rh probe fluorescence polarization;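 active means inhibition above the mean of all tested compounds plus 3 SD, set per campaign, cut at about 14% in these data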;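 further: inhibitors block serine hydrolase probe labeling of LYPLA1 so polarization falls; 0% = enzyme with DMSO and 100% = wells lacking LYPLA1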
Numbers without * were called inactive; x = not tested or not shown. These rows are one share of the data; the hit share may differ from the screen's.

#	smiles	LYPLA2 inh	ZTA counter	EBNA-1 inh	PAD4 inh	GSTO1 counter	PAFAH2 inh	PAFAH1B3 inh	PREPL inh	LYPLA1 inh
1	CC(C)C(=O)Nc1ccc(S(=O)(=O)Nc2nccc(/C=C/c3ccccc3)n2)cc1	-2	12	6	-2	-3	3	5	-10	-6
2	CCCCN1C(=N)N([C@@H](C)CN2CCC[C@H]2CN2C(N)=NC[C@@H]2Cc2ccccc2)C[C@H]1Cc1ccccc1	x	x	x	0	x	-4	-1	54*	x
3	CSC1=N/C(=C\c2ccccc2C)C(=O)S1	-1	9	10	-6	2	6	-1	6	2
4	CCOC(=O)C1CCN(C(=O)c2ccc(OCC(=O)Nc3cccc(C(F)(F)F)c3)cc2)CC1	10	15	9	-6	-1	3	6	32	0
5	COc1ccc(-c2nc3ccc(N4CCN(C)CC4)cc3c(=O)[nH]2)cc1	0	12	3	-4	4	5	4	8	-1
6	N#Cc1ccccc1Cn1c(=O)n(Cc2ccc(C(=O)NCc3ccco3)cc2)c(=O)c2sccc21	5	15	15	-1	-3	-2	0	-19	-3
7	O=C(O)CC1C(=O)OCN1C(=O)OCc1ccccc1 (stereo unspecified)	-3	-4	-10	-2	3	4	-2	-2	3
8	CSCCC(NC(=O)c1ccccc1Br)C(=O)N1CCN(C(C)=O)CC1 (stereo unspecified)	-1	8	x	1	x	1	3	10	-2
9	C[C@@H](OC(=O)c1[nH]cnc1C(=O)NCc1ccc(CNC(=O)OC(C)(C)C)cc1)c1ccccc1	x	x	x	0	x	-4	5	-5	x
10	COC(=O)CCCC1=CC2=C(c3ccccc3)C(=O)C(C)(OC(=O)C3CCCC3)C(=O)C2=CN1c1ccccc1 (stereo unspecified)	-3	6	9	-8	35*	-3	1	8	-4

A second format for 7 compounds above:
Results follow in this order: LYPLA2 inh | ZTA counter | EBNA-1 inh | PAD4 inh | GSTO1 counter | PAFAH2 inh | PAFAH1B3 inh | PREPL inh | LYPLA1 inh
5. COc1ccc(-c2nc3ccc(N4CCN(C)CC4)cc3c(=O)[nH]2)cc1
    0 | 12 | 3 | -4 | 4 | 5 | 4 | 8 | -1
7. O=C(O)CC1C(=O)OCN1C(=O)OCc1ccccc1 (stereo unspecified)
    -3 | -4 | -10 | -2 | 3 | 4 | -2 | -2 | 3
6. N#Cc1ccccc1Cn1c(=O)n(Cc2ccc(C(=O)NCc3ccco3)cc2)c(=O)c2sccc21
    5 | 15 | 15 | -1 | -3 | -2 | 0 | -19 | -3
1. CC(C)C(=O)Nc1ccc(S(=O)(=O)Nc2nccc(/C=C/c3ccccc3)n2)cc1
    -2 | 12 | 6 | -2 | -3 | 3 | 5 | -10 | -6
8. CSCCC(NC(=O)c1ccccc1Br)C(=O)N1CCN(C(C)=O)CC1 (stereo unspecified)
    -1 | 8 | x | 1 | x | 1 | 3 | 10 | -2
3. CSC1=N/C(=C\c2ccccc2C)C(=O)S1
    -1 | 9 | 10 | -6 | 2 | 6 | -1 | 6 | 2
4. CCOC(=O)C1CCN(C(=O)c2ccc(OCC(=O)Nc3cccc(C(F)(F)F)c3)cc2)CC1
    10 | 15 | 9 | -6 | -1 | 3 | 6 | 32 | 0

Continuation:
#	smiles	LYPLA2 inh	ZTA counter	EBNA-1 inh	PAD4 inh	GSTO1 counter	PAFAH2 inh	PAFAH1B3 inh	PREPL inh	LYPLA1 inh
11	COc1ccc(CC(=O)Nc2ccc(-c3cn4ccc(C)cc4n3)cc2)cc1	8	-2	6	-7	-1	1	3	7	6
12	COCc1cc(=O)c2ccccc2o1	x	x	x	-3	x	-11	8	-1	x
13	C/C(=C\C(=O)c1ccc(C)o1)Nc1ccc2c(c1)OCO2	3	-23	-20	-6	7	-3	10	16	3
14	Cc1c(NC(=O)C23CC4CC(CC(C4)C2)C3)c(=O)n(-c2ccccc2)n1C	2	-19	-7	2	1	11	2	-1	-1
15	COc1cccc(CNc2nn[nH]n2)c1OC	1	3	6	-1	4	3	17	-4	2
16	CCn1c(CC(=O)Nc2ccc(C)cc2)nnc1SCC(=O)Nc1nc(C)cs1	-4	-11	3	-4	4	1	10	8	-2
17	O=C(OCc1ccc([N+](=O)[O-])cc1)C1CC(=O)N(CCc2ccccc2)C1 (stereo unspecified)	14	-3	-6	-4	-10	-8	-6	9	2
18	CCN(CC(=O)NC)S(=O)(=O)c1ccc(C)cc1	-5	-5	-7	-2	-2	2	3	4	-3
19	CCCOc1ccc([C@@H]2C3CN(C(=O)OCC)CC=C3C(C#N)=C(N)C2(C#N)C#N)cc1OC (stereo partly specified)	-8	3	-1	-1	0	-5	2	8	-2
20	COc1ccccc1CCNC(=O)C1CCN(C(=O)/C=C/c2ccccc2)CC1	7	-1	-5	3	-1	-9	0	5	-1
21	CC(=O)C1=C(O)C(=O)N(c2ccccn2)C1c1ccc(C)cc1 (stereo unspecified)	-1	-23	-1	-10	6	-5	7	-6	-1
22	N#CC1=C(N)Nc2ncnn2C1c1ccccc1 (stereo unspecified)	0	8	-4	-3	4	x	x	4	-6
23	COc1ccc(OCCCC(=O)NC(C)c2ccccc2)cc1 (stereo unspecified)	2	-19	1	4	1	-8	1	1	-2
24	Cc1onc(-c2ccccc2)c1C(=O)NCc1ccccc1F	-2	-1	1	0	-2	13	-6	-5	0
25	CC1(C)CC(=O)/C(=C(\O)c2ccccc2)C(=NCCc2ccccc2)C1	-11	3	-3	3	8	1	2	18	0
26	O=P(Cc1cccc[n+]1[O-])(c1ccccc1)c1ccccc1	-9	5	-2	-2	-7	-3	8	-2	-1
27	COc1ccc(/C=N/NC(=O)c2[nH]ncc2Br)c(OC)c1	-1	-2	12	-1	8	6	5	1	-1
28	C=CCn1c(SCC(=O)NCC(=O)OCC)nnc1-c1cccc(OC)c1	-4	-1	-5	-4	-1	6	0	0	-1
29	O=C(O[C@H]1[C@H](Oc2ccccc2COC(=O)C2(O)C=CCCC2=O)O[C@H](CO)[C@@H](O)[C@@H]1O)c1ccccc1 (stereo partly specified)	0	-3	-13	-4	8	x	x	10	-3
30	Cc1csc(NC(=O)c2sccc2C)n1	6	-18	-2	-5	2	0	6	2	1

Complete entries as entered above:
Entry for `C=CCn1c(SCC(=O)NCC(=O)OCC)nnc1-c1cccc(OC)c1` → LYPLA2 inh = -4; ZTA counter = -1; EBNA-1 inh = -5; PAD4 inh = -4; GSTO1 counter = -1; PAFAH2 inh = 6; PAFAH1B3 inh = 0; PREPL inh = 0; LYPLA1 inh = -1
Entry for `O=C(O[C@H]1[C@H](Oc2ccccc2COC(=O)C2(O)C=CCCC2=O)O[C@H](CO)[C@@H](O)[C@@H]1O)c1ccccc1` (stereo partly specified) → LYPLA2 inh = 0; ZTA counter = -3; EBNA-1 inh = -13; PAD4 inh = -4; GSTO1 counter = 8; PAFAH2 inh = x; PAFAH1B3 inh = x; PREPL inh = 10; LYPLA1 inh = -3

Other structures follow.
#	smiles	LYPLA2 inh	ZTA counter	EBNA-1 inh	PAD4 inh	GSTO1 counter	PAFAH2 inh	PAFAH1B3 inh	PREPL inh	LYPLA1 inh
31	CN1C(=O)C(C)(C)c2cc(S(=O)(=O)N3CCCC3C(=O)NCc3ccccc3Cl)ccc21 (stereo unspecified)	-4	-7	-2	-2	2	0	7	8	-1
32	CCN(CC)S(=O)(=O)c1ccc(NC(=O)CCN2C(=O)C3CC=CCC3C2=O)cc1 (stereo unspecified)	4	2	x	1	x	6	8	1	-1
33	Cc1ccc(C)c(Cn2nnc3c(=O)[nH]c(C4CCCN(S(=O)(=O)Cc5ccccc5)C4)nc32)c1 (stereo unspecified)	-13	-3	-8	1	4	-6	-10	15	-4
34	CN(C)S(=O)(=O)c1ccc(Cl)c(NC(=O)C2CCN(S(=O)(=O)c3cccs3)CC2)c1	6	6	x	-2	x	6	7	5	0
35	CC1CC(C)CN(C(=O)C(Cc2ccccc2)n2cccc2)C1 (stereo unspecified)	1	-3	1	-3	-3	-3	-1	-4	-1
36	CC1CCN(C(=O)c2[nH]cnc2C(=O)N[C@@H](CCCCNC(=O)OC(C)(C)C)C(=O)OC(C)(C)C)CC1	2	-1	2	-3	-2	3	2	14	2
37	O=c1c2ccccc2nc2c3ccccc3c(NCc3ccccn3)nn12	-1	-2	14	-6	-2	17	7	-7	-2
38	CCc1ccc(-n2ccc(=O)c(C(=O)O)n2)cc1	4	-8	1	0	4	6	-3	-12	2
39	O=c1cc(-c2ccccc2)nc2cc(-c3ccco3)[nH]n12	-6	-9	-21	-11	-29	-7	3	19	-1
40	Cc1ccccc1NC(=O)CC(O)(C(F)(F)F)C(F)(F)F	1	-15	5	-4	-1	2	0	0	-1
41	CCOc1ccc(S(=O)(=O)N2CCN(C(=O)c3ccccc3Cc3ccccc3)CC2)cc1	2	0	6	-2	-6	14	4	15	1
42	CN(C)c1nc(N)nc(CSc2ncc(Cl)cc2Cl)n1	-2	5	-5	-2	13	4	0	-7	-5
43	Nc1nc(CSCCO)nc(Nc2ccccc2)n1	-3	-3	-8	1	15	-3	0	-4	-2
44	Clc1ccccc1-c1ccc2ncnc(NCc3cccs3)c2c1	x	x	x	1	x	-9	-2	13	x
45	CC1CCCN(C(=O)C2CCC(CNc3c(N4CCCCC4)c(=O)c3=O)CC2)C1 (stereo unspecified)	6	15	-3	-3	7	-1	3	-4	1
46	Cc1ccccc1N=C/C=C1/C=C(c2ccccc2)OC(C)(C)O1	2	-20	-9	-4	-1	4	8	8	0
47	O=C(Nc1ccc(S(=O)(=O)Nc2nccs2)cc1)c1ccccc1OC(F)F	1	5	x	0	x	7	7	5	-2
48	COc1ccccc1C(=O)Nc1c(-c2ccccc2)nc2ccccn12	1	4	9	-1	1	-5	1	-7	-2
49	CCN(CC)CCOC(=O)C1c2ccccc2Oc2ccccc21	0	6	6	-1	-5	6	14	-9	-2
50	Cc1ccc(-c2[nH]nc(N)c2N=Nc2ccccc2C)cc1	-5	-6	-8	0	-6	1	-8	18	-8
51	Cc1sc(NC(=O)c2ccccc2)c(C(c2ccc(Cl)cc2)N2CCN(CCO)CC2)c1C (stereo unspecified)	9	1	3	17*	4	2	12	48*	2
52	Cc1ccc(-c2noc(C3CCN(S(C)(=O)=O)CC3)n2)o1	0	-8	-5	-2	-3	3	3	-1	-2
53	Cc1ccc2cc(CN(C(=O)c3cccs3)c3ccccc3)c(=O)[nH]c2c1	5	-11	8	-3	-4	5	-1	-2	2
54	Cc1ccc(O)c(C(=O)c2cc(C#N)c(=O)n(-c3c(C)n(C)n(-c4ccccc4)c3=O)c2)c1	5	7	14	4	-2	-6	3	-3	-6
55	COCCN(C(=O)CCC(=O)Nc1nccs1)C(C(=O)NCCC(C)C)c1ccc(OC)cc1 (stereo unspecified)	7	-5	-10	-1	21	-1	-1	-4	2

Screening data as filed in PubChem.
